Wnt bcat act = Wnt/beta-catenin pathway activation; 1.2% of 300,000 active; activation, % at 9.35 µM; Wnt/beta-catenin reporter cell assay, activator, plate reader; in the data active means activation above about 30%, passing the limit was not always enough; inconclusive means no clear call, values can overlap the other calls;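 further: 0% = neutral control wells and 100% = positive control wells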
SR-BI HDL uptake = blocks mouse SR-BI lipid uptake from DiI-HDL; Q61009; ldlA[mSR-BI] CHO cells, DiI-HDL uptake fluorescence, 3 h; inhibition, % at 12.5 µM; 0.96% of 320,000 active; AID 488896;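 active means mean replicate inhibition of at least 70% and a set share of replicates each scoring 70 or more; inconclusive means meets just one of the two criteria; inactive means fails both criteria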;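 further: 0% = median of neutral control wells and 100% = median of positive control wells; values of inactives mirror those of a sister screen read the other way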
Target sequence (Q61009 whole entry, looked up): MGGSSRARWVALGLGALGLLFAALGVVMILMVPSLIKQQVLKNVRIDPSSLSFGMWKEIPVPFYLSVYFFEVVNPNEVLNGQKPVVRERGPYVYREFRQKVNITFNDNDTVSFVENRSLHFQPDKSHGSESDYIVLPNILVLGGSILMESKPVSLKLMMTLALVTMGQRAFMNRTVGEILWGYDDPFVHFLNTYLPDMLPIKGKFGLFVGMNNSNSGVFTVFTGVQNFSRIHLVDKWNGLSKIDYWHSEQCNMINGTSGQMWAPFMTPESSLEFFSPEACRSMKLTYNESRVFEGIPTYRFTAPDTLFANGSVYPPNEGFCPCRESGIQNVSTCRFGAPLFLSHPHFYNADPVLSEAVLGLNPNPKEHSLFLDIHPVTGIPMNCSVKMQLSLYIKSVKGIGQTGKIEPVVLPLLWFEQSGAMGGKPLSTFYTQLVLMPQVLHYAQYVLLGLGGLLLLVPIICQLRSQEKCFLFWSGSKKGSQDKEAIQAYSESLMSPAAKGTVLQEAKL
CAL PDZ FP-1 = inhibitors of human CAL PDZ peptide binding | purified CAL PDZ, TMR-peptide fluorescence polarization, 1 h | inhibition, % at 20 µM | 0.02% of 330,000 active | AID 504414;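 active means highest replicate inhibition of at least 40%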;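 further: plate controls were DMSO neutral control wells for no effect and unlabeled competitor peptide control wells for full effect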
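material = purified tagged CAL PDZ domain construct (CerCALP) | buffer or medium = sodium phosphate/NaCl buffer pH 7.4 with TCEP, IgG, Thesit | reagent = TMR-labelled reporter peptide T*-PRC34 bound in PDZ groove | incubation = 1 h room-temperature incubation prior to read | measured by = fluorescence polarization (mP) | evaluation = percent inhibition from loss of millipolarization | control set = unlabelled peptide and DMSO controls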
MITF act = MITF TRPM1 promoter activation in melanoma cells; activation, % at 12.5 µM; SK-MEL-5 TRPM1-promoter luciferase, 24 h; % of positive control, neutral wells = 0; 0.75% of 300,000 active;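 active means mean activation of at least 80% with every replicate also reaching 80%; inconclusive means mean reaches 80% but some replicate falls short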;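 further: 0% = neutral control wells and 100% = parthenolide positive control wells; values of inactives mirror those of a sister screen read the other way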
AddAB inh = less growth of phage-infected E. coli with AddAB; E. coli expressing H. pylori AddAB, absorbance growth; inhibition, % at 11.9 µM; 0.29% of 330,000 active; AID 435030; in the data active means inhibition above about 12%;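 further: 0% = vehicle wells of infected cells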
Tat export inh = blocks Tat-dependent protein export in E. coli | E. coli MC4100 TorA-mCherry Tat export, fluorescence | inhibition, % at 10 µM | 0.036% of 340,000 active | AID 488895;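 active means mean replicate inhibition at least 50% and at least half of replicates individually reaching 50%; inconclusive means only one of the two criteria met; inactive means neither criterion met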;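 further: exported cargo escapes ClpAP degradation while cytoplasmic cargo is degraded and loses fluorescence; 0% = median of neutral control wells and 100% = median of NaSCN control wells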
CAL PDZ FP-2 = CAL PDZ (human) peptide binding inhibition | AID 602252 | purified CAL PDZ, TMR-peptide fluorescence polarization, 1 h | 0.92% of 300,000 active | Q9HD26 | inhibition, % at 24.9 µM;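 active means mean inhibition of at least 30% with at least half of replicates also reaching 30%; inconclusive means no clear call, values can overlap the other calls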;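 further: 0% = DMSO neutral control and 100% = excess unlabeled competitor peptide PRC23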
SR-BI DiI-HDL act = enhances SR-BI lipid uptake from DiI-HDL. CHO ldlA[mSR-BI] cells, DiI-HDL uptake fluorescence, 3 h; 100 = double the neutral-control signal. activation, % at 12.5 µM. 0.096% of 320,000 active. AID 504775;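 active means mean replicate activation of at least 60% and every replicate at or above 60%; inconclusive means mean or all-replicate condition met, but not both; inactive means mean below 60% and not all replicates reaching 60%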;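 further: 0% = median plate neutral-control signal and 100% = twice that signal; values of inactives mirror those of a sister screen read the other way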
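Test system: SR-BI-overexpressing, LDLR-lacking CHO cells; Also added: labelled HDL, 10 µg/mL; Measured by: bottom-read cell fluorescence after medium removal, ex 550/em 595 nm; Timing: 3 h uptake period with compound, 37 °C; Buffer or medium: F12, 0.5% BSA, 25 mM HEPES; Doses: single compound concentration, delivered by pin transfer.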
E coli growth = reduces bacterial viability in AddAB counter-screen | E. coli V3065 growth, OD600 absorbance, 18 h | inhibition, % at 11.9 µM | 0.27% of 330,000 active;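 active means inhibition above the campaign's mean inhibition across all tested compounds plus 3 SD, cut at about 9.9% in these data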;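 further: uninfected addAB+ strain grown without phage in ampicillin broth; 0% = DMSO wells and 100% = ciprofloxacin 0.95 µg/ml wells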
phage Ecoli inh = E. coli growth loss with phage present; growth absorbance; 0.26% of 360,000 active; inhibition, % at 11.9 µM; in the data active means inhibition above about 11%
Starred values were filed as active, the others as inactive; ? = inconclusive; · = not tested or not shown.

#1 O=C1CCCC2=C1C(c1cccs1)CC(=O)N2c1ccc(F)cc1 (centres undefined)
#2 CCNC(=O)COC(=O)Cc1ccc(Cl)cc1Cl
#3 CC1=C(C(=O)NC(C)C)C2(CCC(C)CC2)OC1=O (centres undefined)
#4 Cn1cccc1/C=N/NC(=O)c1ccncc1
#5 Cc1n[nH]c(=O)nc1N/N=C/c1ccc(O)c([N+](=O)[O-])c1

assay / compound,1,2,3,4,5
Wnt bcat act,3,-1,-1,0,1
SR-BI HDL uptake,-4,-9,-1,·,-10
CAL PDZ FP-1,0.2,0.3,-1.5,·,-0.9
MITF act,-2,-2,·,·,-5
AddAB inh,2.0,1.9,1.7,-0.2,1.9
Tat export inh,?,-6,-2,·,-2
CAL PDZ FP-2,-4,7,-4,·,3
SR-BI DiI-HDL act,4,9,1,·,10
E coli growth,0.8,0.3,0.4,1.6,-1.3
phage Ecoli inh,-0.6,2.6,1.5,2.2,2.4

#6 O=C(Sc1n[nH]c(=O)[nH]c1=O)c1ccccc1
#7 CCCCCn1c(SCc2cccc(C)c2)nc2c1c(=O)[nH]c(=O)n2C
#8 CCOc1cc(/C=C2/C(=N)N3N=C(CC)SC3=NC2=O)ccc1OC(=O)c1ccco1
#9 Cc1ccc(C(=O)NCc2ccccn2)o1
#10 Cn1c(CNC(=O)c2ccc(Cl)cc2)nnc1SCC(=O)NC1CCCC1

assay / compound,6,7,8,9,10
Wnt bcat act,4,-4,0,·,15
SR-BI HDL uptake,-154,24,-16,2,·
CAL PDZ FP-1,-0.5,-1.8,-1.8,0.2,-2.0
MITF act,-5,·,-8,11,2
AddAB inh,·,-2.3,3.7,1.7,2.9
Tat export inh,4,2,3,-5,-11
CAL PDZ FP-2,-2,·,-5,-5,-1
SR-BI DiI-HDL act,?,-27,16,-2,·
E coli growth,·,-0.7,1.1,3.1,0.6
phage Ecoli inh,-0.2,0.2,1.0,4.3,2.2

#11 O=C(CC(=O)c1ccccc1)Nc1ccccn1
#12 Cc1ccc(S(=O)(=O)N(CC(=O)Nc2ccc(C(N)=O)cc2)C(=O)N2CCN(C)CC2)cc1
#13 O=C(c1cccs1)N1CCN(c2ccc(Cl)cc2)CC1
#14 CCN(CC(=O)NCc1ccc(F)cc1)C(=O)/C=C/c1cccs1
#15 COc1ccc2c([N+](=O)[O-])c(N3CCCC3)[nH]c2c1

assay / compound,11,12,13,14,15
Wnt bcat act,24,-2,7,0,1
SR-BI HDL uptake,8,-32,9,4,-9
CAL PDZ FP-1,-0.9,-0.3,-0.6,-1.0,-0.4
MITF act,·,5,·,1,1
AddAB inh,·,4.5,1.2,3.2,-1.2
Tat export inh,-2,2,-8,-7,2
CAL PDZ FP-2,3,-4,-3,9,·
SR-BI DiI-HDL act,-8,32,-9,-4,9
E coli growth,·,0.2,0.9,-0.1,2.2
phage Ecoli inh,3.8,0.8,1.5,1.6,4.1

Reprinted from the part before: 3 entries, followed by the next part.
#13 O=C(c1cccs1)N1CCN(c2ccc(Cl)cc2)CC1
#14 CCN(CC(=O)NCc1ccc(F)cc1)C(=O)/C=C/c1cccs1
#15 COc1ccc2c([N+](=O)[O-])c(N3CCCC3)[nH]c2c1
#16 Cc1ccc(SCc2nnc(NC(=O)c3ccccc3)s2)cc1
#17 COc1ccc(NC2=NCCC(=O)N2Cc2cccs2)cc1
#18 Cc1cc(C)c(S(=O)(=O)N2CCOC2CNC(=O)C(=O)NCc2ccccn2)c(C)c1 (centres undefined)
#19 COc1cccc(OCCNC(=O)c2ccc(C)cc2)c1
#20 CCCCn1c(N)c(N(C)C(=O)C2CCCC2)c(=O)[nH]c1=O

assay / compound,13,14,15,16,17,18,19,20
Wnt bcat act,7,0,1,-1,-6,1,5,2
SR-BI HDL uptake,9,4,-9,-8,-21,6,-24,-14
CAL PDZ FP-1,-0.6,-1.0,-0.4,-0.7,-0.5,1.7,0.6,-0.2
MITF act,·,1,1,-3,·,-2,3,-3
AddAB inh,1.2,3.2,-1.2,2.6,1.5,-3.0,1.3,1.8
Tat export inh,-8,-7,2,2,0,-4,3,13
CAL PDZ FP-2,-3,9,·,-5,-3,-4,7,43*
SR-BI DiI-HDL act,-9,-4,9,8,21,-6,24,14
E coli growth,0.9,-0.1,2.2,0.3,2.4,2.1,-1.2,0.5
phage Ecoli inh,1.5,1.6,4.1,0.0,0.6,2.3,1.5,2.8

#21 Cc1[nH]nc2c1C(c1ccc(-c3ccccc3C#N)o1)C(C#N)=C(N)O2 (centres undefined)
#22 COc1cc(S(=O)(=O)n2cnc3ccccc32)ccc1Br
#23 O=C1CC(N2CCN(C/C=C/c3ccccc3)CC2)C(=O)N1Cc1cccs1 (centres undefined)
#24 COc1ccc(-c2cc(OC)c3c(C)oc(C)c3c(=O)c2)cc1OC
#25 Cc1cccc(C)c1NC(=O)C1C2C=CC(C2)C1C(=O)O (centres undefined)

assay / compound,21,22,23,24,25
Wnt bcat act,·,-1,-4,-5,-8
SR-BI HDL uptake,-18,-28,·,·,-1
CAL PDZ FP-1,-3.9,0.9,-2.5,-1.7,-0.2
MITF act,10,-5,·,-3,·
AddAB inh,2.3,2.6,3.2,1.8,1.7
Tat export inh,2,-5,8,-5,-2
CAL PDZ FP-2,-5,-3,2,-4,-5
SR-BI DiI-HDL act,18,28,·,·,1
E coli growth,2.1,-1.5,-1.7,0.3,-0.1
phage Ecoli inh,·,2.0,1.3,1.7,0.9

#26 COc1ccc(CNc2nccs2)cc1OC
#27 CC(CC(=O)N1CCN(c2ccccc2)CC1)S(=O)(=O)c1ccc2c(c1)NC(=O)CO2 (centres undefined)
#28 CCN(CC)C(=O)/C=C/c1ccc(OC)c(S(=O)(=O)N2CCCCC2)c1
#29 Cc1cc(=O)oc2cc(OCC(=O)N3CC[C@@]4(O)CCCC[C@H]4C3)c(Cl)cc12
#30 COc1ccccc1N1CCN(c2nc3ccccn3c(=O)c2C=O)CC1

assay / compound,26,27,28,29,30
Wnt bcat act,-1,-2,-6,2,17
SR-BI HDL uptake,-22,3,12,27,12
CAL PDZ FP-1,·,-1.9,-2.1,0.4,-1.9
MITF act,2,-6,-21,-9,29
AddAB inh,2.5,2.5,0.8,3.0,-1.7
Tat export inh,9,-6,2,-1,?
CAL PDZ FP-2,-6,-3,-4,1,-5
SR-BI DiI-HDL act,22,-3,-12,-27,-12
E coli growth,0.2,-0.6,-1.3,2.2,-0.4
phage Ecoli inh,-0.9,1.2,3.6,0.0,-0.8

#31 CCn1c(SCC(=O)Nc2ccc(N(C)C)cc2)nnc1-c1ccco1
#32 CCc1c(C(=O)Nc2cc(C(=O)OC)ccc2C)csc1C
#33 CC(=O)N1CCN(c2ccc([N+](=O)[O-])cc2C#N)CC1
#34 CN1CCN(c2nc(-c3ccccc3)nc(-c3ccc(F)cc3)c2C#N)CC1
#35 COCCNC(=O)Nc1ccc(F)cc1

assay / compound,31,32,33,34,35
Wnt bcat act,1,-1,6,-12,-1
SR-BI HDL uptake,-4,49,-6,44,-19
CAL PDZ FP-1,-2.1,-3.1,0.5,-0.8,-0.6
MITF act,3,-1,-10,7,11
AddAB inh,1.8,·,2.2,2.6,0.5
Tat export inh,3,-1,16,-2,-8
CAL PDZ FP-2,-1,0,-2,1,·
SR-BI DiI-HDL act,4,-49,6,-44,19
E coli growth,-0.6,·,2.4,-1.2,0.8
phage Ecoli inh,2.0,-0.1,3.6,3.2,2.2

CAL PDZ FP-2, what is marked active above.
| nr | SMILES | Wnt bcat act | SR-BI HDL uptake | CAL PDZ FP-1 | MITF act | AddAB inh | Tat export inh | CAL PDZ FP-2 | SR-BI DiI-HDL act | phage Ecoli inh |
| --- | --- | --- | --- | --- | --- | --- | --- | --- | --- | --- |
| 20 | CCCCn1c(N)c(N(C)C(=O)C2CCCC2)c(=O)[nH]c1=O | 2 | -14 | -0.2 | -3 | 1.8 | 13 | 43* | 14 | 2.8 |

Next section
#36 CCC(C)(C)NC(=O)Cc1ccccc1OC
#37 O=C(NCC(F)(F)F)Nc1cccnc1
#38 O=C(c1cccnc1)N1CCc2ccccc2C1
#39 CC(C)CCOc1ccc(CO[C@@H]2[C@H]3OC(C)(C)O[C@H]3O[C@@H]2C(O)CO)cc1 (some centres undefined)
#40 C(=C1c2ccccc2-c2ccccc21)c1ccccn1

assay / compound,36,37,38,39,40
Wnt bcat act,·,·,·,-2,-3
SR-BI HDL uptake,9,-19,2,-4,49
CAL PDZ FP-1,-0.3,0.0,·,0.1,-1.9
MITF act,·,-2,-7,·,7
AddAB inh,0.4,2.2,-2.1,-1.5,·
Tat export inh,0,2,-4,6,11
CAL PDZ FP-2,-6,·,-1,-7,·
SR-BI DiI-HDL act,-9,19,-2,4,-49
E coli growth,-2.1,-2.3,-0.6,-0.1,·
phage Ecoli inh,2.3,0.9,0.1,-0.6,2.7

Arranged by length of the SMILES (high to low): some entries from above.
#38 O=C(c1cccnc1)N1CCc2ccccc2C1
#36 CCC(C)(C)NC(=O)Cc1ccccc1OC
#37 O=C(NCC(F)(F)F)Nc1cccnc1

assay / compound,38,36,37
Wnt bcat act,·,·,·
SR-BI HDL uptake,2,9,-19
CAL PDZ FP-1,·,-0.3,0.0
MITF act,-7,·,-2
AddAB inh,-2.1,0.4,2.2
Tat export inh,-4,0,2
CAL PDZ FP-2,-1,-6,·
SR-BI DiI-HDL act,-2,-9,19
E coli growth,-0.6,-2.1,-2.3
phage Ecoli inh,0.1,2.3,0.9

Later entries.
#41 O=C(CSc1nc(-c2ccco2)cc(C(F)(F)F)n1)Nc1ccc(C(=O)N2CCOCC2)cc1
#42 CC1CC(C)CN(CC(=O)NNC(=O)COc2ccc(Cl)cc2)C1 (centres undefined)
#43 Cc1ccsc1C(=O)NNC(=O)C1CC=CCC1C(=O)O (centres undefined)
#44 Cc1ccc2cc(/C=N/NC(=O)c3ccccc3[N+](=O)[O-])c(Cl)nc2c1

assay / compound,41,42,43,44
Wnt bcat act,-1,-3,10,-2
SR-BI HDL uptake,54,-6,-5,-7
CAL PDZ FP-1,-0.8,-0.2,-2.4,-1.3
MITF act,-9,-5,2,4
AddAB inh,-1.4,1.6,2.4,3.6
Tat export inh,2,-12,7,-11
CAL PDZ FP-2,-1,·,-1,4
SR-BI DiI-HDL act,-54,6,5,7
E coli growth,4.0,-0.9,-3.4,-1.2
phage Ecoli inh,3.6,0.8,-0.7,2.9

Bioassay records as filed in PubChem.
